Screens deposited in PubChem by several laboratories.
C8 TRAIL sens – caspase-8 TRAIL sensitization; 360,000 compounds, 1% hits; NB7+C8 cells + TRAIL, ATPlite viability luminescence; AID 624354; inhibition (viability loss, TRAIL sensitization), % at 10 µM;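 active = compounds causing at least 50% loss of cell viability in the single-dose screen, relative to plate controls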
TROY signal inh – TROY signaling inhibition. 360,000 compounds, 0.98% hits. Q293 LMP1-TROYcd NF-kB luciferase reporter, 4 h. inhibition, % at 10 µM;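 active = compounds whose plate-normalised and pattern-corrected inhibition of the luciferase reporter signal at the single screening dose is 50% or more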
SRC2 inh – inhibits human steroid receptor coactivator 2 | Q15596 | HEK293 GAL4-SRC2 luciferase reporter, luminescence | inhibition, % at 9 µM | 370,000 compounds, 0.17% hits | AID 651957;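 active = inhibition above the mean inhibition of all tested compounds plus 3 SD, set per campaign, cut at about 52% in these data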;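 note: 0% = DMSO treated cells and 100% = cells given Gossypol at 36 µM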
KKLEB tox – counter-screen for CF NF-kB inhibitors: cytotoxicity; AID 602141; 360,000 compounds, 0.36% hits; KKLEB CF airway cells viability, ATPlite luminescence, overnight; stronger effect = lower value; cells stimulated with P. aeruginosa culture filtrate; activity change (cytotoxicity), % at 5 µM;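 active = corrected activity change at or below -50% at 5 µM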
EBV LMP1 NFkB – reduces LMP1-driven NF-kappaB luciferase signal | LMP1-induced NF-kappaB luciferase reporter cells, luminescence | inhibition, % at 12.5 µM | AID 504558 | 350,000 compounds, 0.69% hits; in the data active = inhibition above about 41%;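 note: 0% = neutral control wells and 100% = reference inhibitor control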
COUP-TFII inh – blocks human COUP-TFII nuclear receptor; P24468; AID 686940; inhibition, % at 8.6 µM; 370,000 compounds, 0.7% hits; HEK293T NGFI-A luciferase reporter, luminescence;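 active = inhibition above a per-plate cutoff, mean inhibition of test wells between control levels plus 3 SD, cut at about 38% in these data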;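 note: cells cotransfected with COUP-TFII expression vector driving the NGFI-A reporter; 0% = median of COUP-TF2 test wells and 100% = reporter-only cells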
LRH-1 inv ag – NR5A2 inverse agonism in reporter assay; O00482; HEK293T StAR-luciferase reporter, LRH-1 transfected, 24 h; inhibition, % at 3.6 µM; 360,000 compounds, 0.13% hits;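 active = inhibition above the mean inhibition of all tested compounds plus 3 SD, cut at about 73% in these data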;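 note: 0% = DMSO wells and 100% = reporter-only cells lacking LRH-1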
TWEAK Fn14 block – blocks TWEAK-Fn14 interaction in a reporter cell assay | TWEAK-stimulated Fn14 reporter cells, luciferase luminescence, 8 h | inhibition, % at 10 µM | 360,000 compounds, 2% hits | AID 1159606; in the data active = inhibition above about 50%
NCOA1 inh – human NCOA1 inhibition | Q15788 | HEK293 GAL4-SRC1 luciferase reporter, luminescence | inhibition, % at 3.6 µM | 360,000 compounds, 0.12% hits | AID 588354;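 active = inhibition above the campaign mean plus 3 SD, with each screening campaign given its own cutoff, cut at about 60% in these data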;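 note: 0% = DMSO treated cells and 100% = gossypol at 36 µM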
Target sequence (Q15788 whole entry, looked up, the tested form may be a part): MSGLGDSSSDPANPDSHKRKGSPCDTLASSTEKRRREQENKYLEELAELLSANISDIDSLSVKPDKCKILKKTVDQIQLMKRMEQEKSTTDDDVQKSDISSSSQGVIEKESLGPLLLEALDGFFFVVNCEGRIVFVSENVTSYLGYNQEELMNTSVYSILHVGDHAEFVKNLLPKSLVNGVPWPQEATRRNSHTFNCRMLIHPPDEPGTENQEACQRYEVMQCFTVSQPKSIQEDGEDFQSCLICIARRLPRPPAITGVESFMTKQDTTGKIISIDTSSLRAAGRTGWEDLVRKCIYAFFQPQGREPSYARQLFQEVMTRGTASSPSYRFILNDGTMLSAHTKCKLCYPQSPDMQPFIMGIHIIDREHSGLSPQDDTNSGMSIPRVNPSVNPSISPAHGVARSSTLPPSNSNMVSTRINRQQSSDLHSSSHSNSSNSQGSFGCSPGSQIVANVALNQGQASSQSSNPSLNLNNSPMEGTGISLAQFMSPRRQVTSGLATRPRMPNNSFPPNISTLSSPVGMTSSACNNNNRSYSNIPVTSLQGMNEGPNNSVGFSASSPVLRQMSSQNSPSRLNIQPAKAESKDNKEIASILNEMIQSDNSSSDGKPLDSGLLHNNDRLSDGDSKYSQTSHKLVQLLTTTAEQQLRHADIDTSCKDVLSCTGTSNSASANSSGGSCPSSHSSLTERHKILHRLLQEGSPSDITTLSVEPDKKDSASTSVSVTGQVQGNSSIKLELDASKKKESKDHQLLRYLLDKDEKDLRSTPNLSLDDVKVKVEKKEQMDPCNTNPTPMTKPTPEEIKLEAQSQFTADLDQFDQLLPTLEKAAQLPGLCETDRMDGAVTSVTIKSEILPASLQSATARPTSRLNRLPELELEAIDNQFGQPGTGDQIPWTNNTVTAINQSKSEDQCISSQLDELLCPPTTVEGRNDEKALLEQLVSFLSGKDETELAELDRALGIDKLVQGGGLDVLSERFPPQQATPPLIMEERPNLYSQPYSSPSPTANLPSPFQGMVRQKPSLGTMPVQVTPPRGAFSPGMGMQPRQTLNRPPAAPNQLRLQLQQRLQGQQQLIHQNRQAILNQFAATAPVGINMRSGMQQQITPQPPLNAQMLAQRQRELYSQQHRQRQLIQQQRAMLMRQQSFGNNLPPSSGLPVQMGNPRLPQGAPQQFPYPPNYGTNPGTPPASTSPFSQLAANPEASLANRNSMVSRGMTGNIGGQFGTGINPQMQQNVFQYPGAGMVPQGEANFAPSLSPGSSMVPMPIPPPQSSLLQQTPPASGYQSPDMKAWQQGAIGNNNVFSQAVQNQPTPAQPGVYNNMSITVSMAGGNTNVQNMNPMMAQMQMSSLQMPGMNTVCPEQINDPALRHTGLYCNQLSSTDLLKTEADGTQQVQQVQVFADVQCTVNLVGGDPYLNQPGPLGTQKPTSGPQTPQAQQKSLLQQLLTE
SRC3 inh – inhibits human SRC3 coactivator; Q9Y6Q9; HEK293 GAL4-SRC3 luciferase reporter, luminescence; inhibition, % at 3.6 µM; 360,000 compounds, 0.17% hits; AID 588352;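 active = inhibition above a per-campaign cutoff, the mean of all compounds plus 3 SD, cut at about 60% in these data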;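 note: 0% = DMSO-treated cells and 100% = gossypol-treated cells at 36 µM; higher means less SRC3-driven luciferase light from the GAL4 reporter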
CF NFkB inh – cystic fibrosis NF-kB activation inhibition. KKLEB NF-kB-GFP reporter, PAF-induced, GFP fluorescence overnight. inhibition, % at 5 µM. 360,000 compounds, 0.86% hits. AID 588850;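 active = at least 50% inhibition at 5 µM, scaled per plate between neutral and stimulator controls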;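 note: PAF is a Pseudomonas aeruginosa culture filtrate used as stimulus; plate controls were PAF-stimulated DMSO wells for no effect and unstimulated DMSO wells for full effect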
The depositor's hits bear a star; . = not tested or not shown.

SMILES	C8 TRAIL sens	TROY signal inh	SRC2 inh	KKLEB tox	EBV LMP1 NFkB	COUP-TFII inh	LRH-1 inv ag	TWEAK Fn14 block	NCOA1 inh	SRC3 inh	CF NFkB inh
Cc1nnsc1C(=O)N/N=C/c1cccc(C(F)(F)F)c1	-3	-16	1	10	-15	-24	4	39	5	11	-39
C(=C\c1ccc2nncn2c1)/c1ccccc1	4	-4	-74	11	.	-3	-30	-3	-7	-43	-21
O=C1NC(=O)N(Cc2ccccc2F)C1=O	-1	-4	-28	-12	-4	5	-5	-3	1	-16	-13
O=C(CN1CCN(S(=O)(=O)c2ccc(F)cc2)CC1)Nc1ccccc1F	-2	-20	-10	-7	-14	8	13	-12	-27	5	7
CC(C)Nc1nc(SCC(N)=O)nc(N2CCOCC2)n1	-18	13	14	-3	-10	-29	6	-12	5	2	13
CSc1nc2sc3c(c2c2nnnn12)CCCC3	30	1	-17	3	8	-14	19	-26	-6	-20	-1
CCOC(=O)C(=CN=C(N)Nc1nc2ccccc2o1)C(=O)OCC	-1	-13	-43	5	-7	-30	-21	-11	-91	-34	-1
Clc1ccc2c(NCc3ccccc3)ccnc2c1	29	7	18	-2	32	30	30	44	11	20	5
Oc1c(Cl)cc(Cl)cc1C1=NNC(c2ccc(Cl)cc2)C1 (centres undefined)	32	9	.	-11	49*	.	-18	-16	-3	0	25
CN(C)c1ccc(/C=C2\CCC/C(=C\c3ccccc3)C2=O)cc1	18	-48	-20	12	-21	3	15	-18	-23	-36	-21
CC1CCC(C(C)C)C(OCC(O)CN2CCCC(C)C2)C1 (centres undefined)	-10	-9	39	-10	-18	-8	5	0	-16	9	19
C(=N\Nc1nc(Nc2ccccc2)nc(Nc2ccccc2)n1)/c1cccnc1	-12	-30	0	-14	-1	-10	12	30	-11	11	42
CN(C)CCN1CCN(C(c2cc3ccccc3o2)c2nnnn2C(C)(C)C)CC1 (centres undefined)	7	-1	-11	.	.	-17	-8	-11	.	.	.
COc1ccc(CN(CC(=O)NCc2ccc(F)cc2)C(=O)c2ccco2)cc1	10	-14	7	7	7	0	-15	-9	-7	-30	-15
COc1ccccc1NC(=O)c1cc(S(=O)(=O)N2CCOCC2)ccc1Cl	-1	17	5	7	5	14	-14	0	-6	2	-12

Record cards, from the list above. Screens in order: C8 TRAIL sens | TROY signal inh | SRC2 inh | KKLEB tox | EBV LMP1 NFkB | COUP-TFII inh | LRH-1 inv ag | TWEAK Fn14 block | NCOA1 inh | SRC3 inh | CF NFkB inh
`CC(C)Nc1nc(SCC(N)=O)nc(N2CCOCC2)n1` across the screens: -18 | 13 | 14 | -3 | -10 | -29 | 6 | -12 | 5 | 2 | 13
`Clc1ccc2c(NCc3ccccc3)ccnc2c1` across the screens: 29 | 7 | 18 | -2 | 32 | 30 | 30 | 44 | 11 | 20 | 5

The list goes on:
SMILES	C8 TRAIL sens	TROY signal inh	SRC2 inh	KKLEB tox	EBV LMP1 NFkB	COUP-TFII inh	LRH-1 inv ag	TWEAK Fn14 block	NCOA1 inh	SRC3 inh	CF NFkB inh
CC(C)c1ccc(NC(=O)CN(C)C2=NS(=O)(=O)c3ccccc32)cc1	4	-8	-7	0	-1	-2	-5	11	4	-4	-13
CCN(CC)c1ccc(NC(=O)C2=CC=CN3CCS(=O)(=O)N=C23)cc1	25	-20	9	1	1	-22	-24	-8	-30	8	-2
COc1ccc2c(c1)CCCC21NC(=O)N(CC(=O)NCc2cccs2)C1=O (centres undefined)	-7	-6	2	9	2	-11	17	3	-1	-19	-25
COc1ccc(N2CCN(c3oc(COc4ccc(Cl)cc4)nc3C#N)CC2)cc1	2	-22	-14	-1	9	-5	11	-41	3	-4	9
CCn1c(=S)sc2c(=O)n(CC(=O)Nc3ccc(Cl)cc3)c(C)nc21	-6	40	24	2	1	3	46	-31	17	-9	-9
O=C(c1ccc(NS(=O)(=O)c2ccc3[nH]c(=O)[nH]c3c2)cc1)N1CCCCC1	10	-11	12	2	2	28	0	-8	5	18	-4
CCCC1=NN2C(=N)/C(=C\c3ccc(SCc4ccco4)o3)C(=O)N=C2S1	1	10	.	16	3	.	7	28	-17	-6	9
O=[N+]([O-])c1cc(C(F)(F)F)ccc1N1CCN(S(=O)(=O)c2ccc3c(c2)CCCC3)CC1	0	24	-5	4	2	1	-1	41	-15	-1	12
Cn1cccc1Cc1nnc(SCC(=O)Nc2nccs2)n1CCc1ccccc1	-2	6	3	1	8	-4	-26	-10	-8	8	2
COc1ccc(CSc2nnnn2-c2ccc(O)cc2)cc1F	-7	12	-28	-2	5	-7	25	19	-3	-13	13
Cc1cc(C)n2nc(C(=O)Nc3cccc(S(=O)(=O)N4CCCC4)c3)nc2n1	-10	1	-6	-14	0	11	16	-4	7	17	4
O=C(c1ccc(F)cc1)C(CN1CCOCC1)c1ccccc1 (centres undefined)	20	22	52	-68*	26	3	8	74*	6	74*	90*
CCOC(=O)c1ccc(NC(=S)NCCCn2ccnc2)cc1	-15	13	9	-6	-5	14	3	-15	11	21	13
Cc1ccc(C)c(NC(=O)COC(=O)c2nc(Cl)ccc2Cl)c1	-6	-6	18	17	0	6	-5	-3	-3	-2	-28
CCCCn1c(-c2ccco2)nc2oc3ccccc3c(=O)c2c1=O	18	-1	-15	3	0	-3	-11	-22	-35	11	-80
Nn1c(Nc2ccc(Cl)cc2)nncc1=O	6	-3	8	6	-22	-8	5	11	-6	-17	-15
COc1ccc(COc2cccc3ccc(C)nc23)cc1F	-2	-30	-7	-7	-1	6	-9	-24	-24	23	1
COc1cccc(C(=O)NCc2nnc(SCC(=O)Nc3nccs3)n2-c2cccc(C)c2)c1	-15	-9	15	3	2	-1	15	23	1	-8	12
CC(C)(C)OC(=O)NCCCC[C@@H](C(=O)NCCCCCCCCCCC(=O)N1CCN(C(=O)OC(C)(C)C)CC1)n1cc(CCO)nn1	13	26	13	3	1	25	11	28	-46	2	-2
O=C(Nc1ccc(F)cc1)c1c(Cl)nc2ccccn12	-2	-58	-43	-12	-26	-25	-30	6	-50	-55	2
C[C@@H]1CN([C@@H](C)CO)S(=O)(=O)c2ccc(Br)cc2O[C@H]1CN(C)C(=O)c1cccc(F)c1	-10	4	-39	2	-9	-15	14	15	4	-8	24
CCCC(=O)Nc1cc(=O)n(C)c(=O)n1C	0	-1	9	-10	-6	-2	17	-17	0	7	-24
O=C(Cn1ncc2c([nH]c3ccccc32)c1=O)Nc1ccc(CN2CCCCC2)cc1	11	-24	.	-11	-1	.	57	-9	2	-7	1
Cc1cnc(C(=O)OCC(=O)c2cc(C)n(C)c2C)cn1	-10	11	-13	-9	-5	-3	10	-5	5	12	1
O=C1CC2(CCN(C(=O)c3ccccc3Br)CC2)Oc2ccccc21	-20	4	-2	-7	25	8	8	-18	-28	17	26
CCOC(=O)CSc1nnc(-c2ccc(OC)cc2OC)o1	13	-14	-16	0	-3	13	5	11	1	17	2
COc1ccc(CCn2c(-c3ccco3)nc3ccccc3c2=O)cc1OC	9	18	-11	-1	8	2	8	7	34	23	1
COC(CNC(=O)C(=O)NCC1OCCN1C(=O)c1ccc(Cl)cc1)OC (centres undefined)	-4	6	-28	13	1	9	-32	-4	-9	-13	-11
CN(C)CCCNc1ccc(-c2n[nH]c(=O)c3ccccc23)cc1[N+](=O)[O-]	-5	10	-23	9	-4	-4	16	-3	-49	11	5
CCC1CCCCN1C(=O)CSc1nc2ccsc2c(=O)n1Cc1ccccc1 (centres undefined)	1	18	-16	0	-4	8	2	15	4	18	0
COC(=O)Cc1ccc(NC(=S)N2CCC(Cc3ccccc3)CC2)cc1	0	-34	1	-2	20	-5	-23	-5	7	-9	-11
CCOC(=O)Cc1csc(NC(=O)CSC2=NCCS2)n1	-1	-2	8	-5	0	-1	2	19	-5	-12	10
O=[N+]([O-])c1nn(-c2ccc3c(c2)OCCO3)n(O)c1=NCCCO	3	24	-35	14	-20	-14	-44	48	-42	-5	-6
Cc1ccc(C(=O)NCC(=O)OCC(=O)NC2CCCC(C)C2C)s1 (centres undefined)	-4	-8	6	9	-1	4	5	-6	1	8	-6
Cc1ccccc1OCC(=O)N(Cc1cccs1)C1CCS(=O)(=O)C1 (centres undefined)	9	-14	-14	2	-4	12	8	3	2	2	12
Cc1cc(Cl)c(S(=O)(=O)N2CCN(c3ccccn3)CC2)cc1OCC(N)=O	-9	19	7	10	-2	12	7	3	4	3	-13
NS(=O)(=O)c1cccc(NC(=O)CSc2ncnc3ccccc23)c1	-9	10	20	9	6	-16	17	5	12	3	31
COc1ccc(C)cc1NC(=S)Nc1ccccc1SC	5	2	-8	4	-3	-17	26	2	-32	8	-9
CCc1ccc(C2=CC(c3cc(Br)ccc3F)n3ncnc3N2)cc1 (centres undefined)	5	-8	0	12	-2	4	-14	-6	-17	5	-21
CCCCC1(CC(=O)OC)C(=O)N(c2ccccc2)N(c2ccccc2)C1=O	4	11	-16	-6	-1	8	20	24	8	2	10
CN(C)S(=O)(=O)c1cccc(C(=O)OCC(=O)Nc2sccc2C#N)c1	17	-30	.	-4	-14	.	9	-14	-6	17	3
CN1CCN(NC(=O)Nc2cc(Cl)cc(Cl)c2)CC1	13	17	9	5	3	15	2	-15	2	7	34
O=C(Cn1cc(Cl)ccc1=O)c1ccc(Cl)cc1	1	-19	9	7	0	-2	-9	2	2	-11	-14
CCOC(=O)C1=C(CC)OC(N)=C(C#N)C1c1cc(OC)ccc1OC (centres undefined)	-9	13	20	-14	0	6	-11	12	1	20	42
CC(C)(CN1CCCN(CC(C)(C)C(=O)O)C1=O)C(=O)O	1	2	-46	-10	-7	5	6	18	-5	-14	3
COc1ccc(-c2cc(C(F)F)n3ncc(C(=O)n4ccnc4C)c3n2)cc1	13	-3	18	-32	-15	5	10	23	3	11	74*
CCOC(=O)CC(NS(=O)(=O)Cc1ccccc1)c1ccc(C)cc1 (centres undefined)	-4	-16	-7	10	4	11	-4	-5	-2	-3	12
Cc1ccc([N+](=O)[O-])cc1NC(=O)Nc1onc(C)c1C	4	6	-6	11	-4	1	17	10	-18	-8	-8
CC(=O)Nc1ccc(NC(=O)CSc2nc3ccccc3o2)cc1	24	8	-35	3	-5	-48	-31	-3	-13	-28	3
CCC(C)NC(=O)CN(c1ccc(Cl)c(Cl)c1)S(C)(=O)=O (centres undefined)	-6	-8	8	15	2	12	11	13	-12	9	-9
Cc1ccc(S(=O)(=O)c2nc(-c3ccccc3Cl)oc2N2CCN(C)CC2)cc1	1	2	-9	-11	-10	3	25	10	3	5	7
CC1CCN(c2oc(-c3ccccc3F)nc2C#N)CC1	22	-40	-32	0	-49	-11	-39	-53	-36	-29	20
CC(=O)c1ccc(S(=O)(=O)N2CCN(C(=O)c3ccc(-n4cncn4)c([N+](=O)[O-])c3)CC2)cc1	7	3	-7	8	-2	-44	0	8	-3	-3	-30
Cc1cc(C)n(NC(=S)NC2CCCCC2)c(=O)c1C#N	2	-20	-12	-16	-4	9	3	-1	-3	18	9
COC(=O)c1cnn2c(C(F)(F)F)cc(-c3ccccc3)nc12	-1	8	2	12	4	-7	25	8	-5	7	-5
O=c1c2ccccc2ncn1Cc1cccc2ccccc12	-14	-15	-37	-36	-1	2	-13	-17	2	25	11

Compounds were not picked by outcome. About 4.2% of those tested had a hit in this group.
